# Screening data: PubChem BioAssay, The Scripps Research Institute Molecular Screening Center
# CHO-K1 Ca ag = nonselective activator or artifact in parental CHO-K1 cells | activation, % at 3 µM | Fluo-8 calcium fluorescence; scaled to maximal ATP response, vehicle zero | hit rate 0.48% among 360,000; in the data active = activation above about 15%;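 also: untransfected CHO-K1 host cells lacking M1 receptor as counterscreen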
# V1R ag counter = V1a receptor agonism, counter-screen for OXTR agonists; P37288; AID 2797; activation, % at 3 µM; CHO-V1R cells, Fluo-8 calcium fluorescence, agonist mode; 0% DMSO, 100% 3 nM vasopressin; hit rate 0.25% among 320,000;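 active = activation above the mean activation of all tested compounds plus 3 SD, per screening run, cut at about 20% in these data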;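 also: signal is peak over basal fluorescence ratio across a 100 second FLIPR read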
# Target sequence (P37288 whole entry, looked up): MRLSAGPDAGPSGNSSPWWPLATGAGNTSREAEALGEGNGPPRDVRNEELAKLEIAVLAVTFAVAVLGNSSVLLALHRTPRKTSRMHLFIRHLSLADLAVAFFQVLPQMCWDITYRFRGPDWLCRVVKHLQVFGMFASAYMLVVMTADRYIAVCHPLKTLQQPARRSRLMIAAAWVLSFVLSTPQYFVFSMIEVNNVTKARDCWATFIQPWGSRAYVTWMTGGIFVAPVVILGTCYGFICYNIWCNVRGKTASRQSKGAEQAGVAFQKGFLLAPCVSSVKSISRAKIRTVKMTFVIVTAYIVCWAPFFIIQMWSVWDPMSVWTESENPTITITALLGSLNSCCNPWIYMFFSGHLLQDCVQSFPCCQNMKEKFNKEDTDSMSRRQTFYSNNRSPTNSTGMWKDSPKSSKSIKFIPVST
# CHO-K1 Ca antag = M1 antagonist counterscreen hit in parental CHO-K1 cells. AID 602250. inhibition, % at 3 µM. hit rate 0.6% among 360,000. ATP-induced calcium, Fluo-8 fluorescence;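 active = inhibition above a per-plate cutoff, the plate's mean sample inhibition plus 3 SD, cut at about 24% in these data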;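 also: 0% = DMSO plus EC80 ATP and 100% = DMSO alone without ATP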
# TAAR1 ag = human TAAR1 agonism; CHO RD-HGA16 TAAR1, Fluo-8 calcium fluorescence; vehicle wells 0%, saturating PEA agonist 100%; activation, % at 3 µM; hit rate 0.99% among 360,000; Q96RJ0; AID 624467;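 active = activation above the mean activation of all test compounds in the run plus 3 SD, cut at about 38% in these data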
# Target sequence (Q96RJ0 whole entry, looked up): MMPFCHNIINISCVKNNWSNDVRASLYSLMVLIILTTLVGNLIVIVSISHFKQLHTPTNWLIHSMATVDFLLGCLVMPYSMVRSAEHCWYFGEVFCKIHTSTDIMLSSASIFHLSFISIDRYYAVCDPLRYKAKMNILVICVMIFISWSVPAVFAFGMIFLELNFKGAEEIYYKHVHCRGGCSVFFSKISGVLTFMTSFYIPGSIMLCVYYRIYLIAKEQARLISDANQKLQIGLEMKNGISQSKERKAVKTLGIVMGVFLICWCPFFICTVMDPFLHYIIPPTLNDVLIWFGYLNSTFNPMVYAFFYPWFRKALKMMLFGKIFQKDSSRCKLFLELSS
#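 Assay system: CHO-derived RD-HGA16 cells with stable Gα16 and human TAAR1; timing: 17-24 h seeding, 75 min 37 °C dye, 30 min RT; read-out: % activation from peak over basal fluorescence ratio, DMSO-to-PEA scaled; measured by: kinetic Fluo-8 calcium fluorescence; benchmarks: low control DMSO, high control PEA (EC100); doses: 3 µM single concentration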
# CHO-K1 Ca PAM = nonselective activator or artifact in parental CHO-K1 calcium assay; ATP EC20, Fluo-8 calcium fluorescence; 0% at ATP EC20, 100% at ATP max; activation, % at 3 µM; hit rate 0.02% among 360,000; AID 602247;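 active = activation above the run cutoff, the mean activation of all test compounds plus 3 SD, cut at about 40% in these data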;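 also: peak over basal fluorescence ratio in a 140 s read after ATP addition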
# OXTR potentiator = potentiators of human oxytocin receptor. P30559. CHO-OTR cells, Fluo-8 calcium fluorescence, potentiator mode; 0% = oxytocin EC15, 100% = EC100. activation, % at 3 µM. hit rate 0.061% among 320,000;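 active = activation above that plate's cutoff, the mean activation of tested compounds plus 3 SD, cut at about 6.6% in these data, passing the limit was not always enough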;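 also: 100% uses oxytocin at 75 nM as the full agonist control; some results filed as inactive read as strong as hits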
#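 test system = CHO-OTR cells, human receptor | compound = single-point 3.0 µM | schedule = 6 min compound pre-incubation at room temperature, 100 s kinetic read | signal = Fluo-8 no-wash calcium dye fluorescence, excitation 470-495 nm, emission 515-575 nm | repeats = single well per compound, singlicate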
# CHO parental Ca = counter-screen for OX1R antagonists: effect in parental CHO cells. parental CHO-K1, ATP-induced calcium, Fluo-8 fluorescence. inhibition, % at 5.6 µM. hit rate 0.63% among 330,000. AID 463079;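 active = inhibition above that plate's mean sample inhibition plus 3 SD, cut at about 26% in these data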;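 also: 0% = ATP-challenged DMSO wells and 100% = DMSO wells without ATP; some compounds past the cut are filed as inactive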
#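 Test system: untransfected parental CHO cell line. Compound: one dose, 5.6 µM nominal. Detection: intracellular calcium via Fluo-8 no-wash fluorescent dye. Measure: % inhibition. Benchmarks: ATP-challenged DMSO wells low, unchallenged DMSO wells high.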
# CHRM1 agonist = human M1 muscarinic receptor agonism. activation, % at 3 µM. hit rate 0.33% among 360,000. AID 588814. CHO-K1 hM1, Fluo-8 calcium fluorescence, agonist mode; 0% DMSO, 100% acetylcholine EC100. P11229;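 active = activation above the run's mean compound activation plus 3 SD, cut at about 16% in these data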;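 also: peak over basal fluorescence ratio within a 140 s kinetic read after compound addition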
# TAAR1 antagonist = human TAAR1 antagonism | CHO RD-HGA16 TAAR1, Fluo-8 calcium fluorescence, antagonist | inhibition, % at 3 µM | hit rate 1.5% among 360,000;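 active = inhibition above a per-plate cutoff, the mean inhibition of test compounds on that plate plus 3 SD, cut at about 49% in these data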;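 also: 0% = DMSO plus EC80 beta-PEA response and 100% = DMSO alone without agonist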
#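 Material: CHO RD-HGA16 cells bearing hTAAR1; compound dosing: one-point dosing, 3 µM nominal final; schedule: dye loading 75 min at 37 °C, then 30 min room temperature; measured by: calcium fluorescence with Fluo-8; control set: vehicle and agonist controls; replication: n of 1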
# * = called active by the depositor; . = no result given.
(1) C[C@@H]1CN([C@H](C)CO)C(=O)CCCn2nncc2CO[C@H]1CN(C)S(=O)(=O)c1ccc(Cl)cc1
(2) N#Cc1ccccc1COC(=O)c1cccc(S(=O)(=O)N2CCCC2)c1
(3) CCC(NC(=O)Nc1cc(C)on1)(C(F)(F)F)C(F)(F)F
(4) Cc1ccc(-c2nc(CN(C)C3CCOCC3)c(C)o2)s1
(5) Cc1oc(-c2ccccc2F)nc1CS(=O)CC(=O)NCc1ccc2c(c1)OCO2 (centres undefined)
(6) C=CC[C@H](CC(=O)N(CCO)Cc1ccccc1)C(=O)N[C@H](COC(=O)[C@H](CC=C)CC(=O)OC(C)(C)C)Cc1ccccc1
(7) O=C(NCCc1nnc2ccc(N3CCCCCC3)nn12)c1ccccc1F
(8) CCOCCCNC(=O)c1cc(Sc2ccc(C)cc2)nc2ccccc12
(9) O=C(c1cc(-c2ccccc2)on1)N1CCCCCC1
(10) CCOC(=O)N/N=C/c1ccccc1F

Assay by compound	1	2	3	4	5	6	7	8	9	10
CHO-K1 Ca ag	0.3	1.1	0.2	-0.4	0.7	1.4	1.3	4.0	-0.1	-0.3
V1R ag counter	.	4.3	-2.2	0.4	-0.6	1.3	0.8	1.6	-0.6	-0.8
CHO-K1 Ca antag	-7	-12	-3	0	-6	-8	-1	10	-5	-22
TAAR1 ag	1	1	2	5	-1	11	1	11	10	8
CHO-K1 Ca PAM	11	14	-7	-11	13	9	15	-12	-8	3
OXTR potentiator	.	3	-13	2	-5	-6	-3	-9	-10	-2
CHO parental Ca	.	-15	-6	-15	-14	-27	-19	-14	5	-9
CHRM1 agonist	-6	-3	-2	-6	-9	-3	-5	-8	-3	-4
TAAR1 antagonist	-13	4	-11	-4	-23	58*	-2	31	-11	8

(11) CC(=O)Nc1cccc(NC(=O)CSc2nc(=O)n(Cc3ccncc3)c3c2CCC3)c1
(12) O=C(NCc1ccccc1Cl)c1csc(COCCO)n1
(13) C[C@@H]1CN([C@@H](C)CO)C(=O)c2cccc(NC(=O)c3ccncc3)c2O[C@@H]1CN(C)Cc1ccc(-c2ccccc2)cc1
(14) Cc1occc1C(=O)NCc1ccccn1
(15) Cc1cc(C)n2nc(SCCOc3ccccc3F)nc2n1
(16) Cc1cc(Br)cc2cn[nH]c12
(17) O=C1CSC(c2ccc(Cl)cc2Cl)N1c1ccccn1 (centres undefined)
(18) OCC1OC2C(NC(=S)N2c2ccccc2)C(O)C1O (centres undefined)
(19) COc1ccccc1NC(=O)C12CCC(C)(C(=O)C1)C2(C)C (centres undefined)
(20) Cc1ccc(-c2sc(-c3cccnc3)nc2CC(=O)O)cc1

Assay by compound	11	12	13	14	15	16	17	18	19	20
CHO-K1 Ca ag	1.2	1.6	-0.2	0.3	1.0	1.2	0.6	0.2	0.2	1.0
V1R ag counter	-0.1	.	-0.4	0.6	0.0	-0.9	-0.6	.	0.6	-0.5
CHO-K1 Ca antag	-9	-9	-5	-6	-11	-13	-2	-3	0	-6
TAAR1 ag	0	1	2	5	-1	0	7	0	7	0
CHO-K1 Ca PAM	10	10	2	14	9	12	24	-9	18	2
OXTR potentiator	0	.	7	-3	1	-26	-1	.	-9	-7
CHO parental Ca	-6	.	-17	-1	-3	-11	-19	.	-26	12
CHRM1 agonist	0	-3	-10	-2	14	-4	-9	0	-6	-4
TAAR1 antagonist	-6	-6	-7	5	10	-4	9	0	-6	-17

(21) CCN(CC)S(=O)(=O)c1ccc(N2CCCC2)c(NC(=O)c2ccccc2OC)c1
(22) O=C(Nc1cc(C(F)(F)F)ccc1N1CCOCC1)c1cncc(Br)c1
(23) CCCc1cc2c(=O)n(NC(=O)c3nn(C)cc3[N+](=O)[O-])c(C)nc2s1
(24) CCOc1nc(-c2ccc(OC)cc2)ccc1-c1noc(C)n1
(25) O=C(NCCc1nc2ccccc2[nH]1)/C(=C/c1ccc2c(c1)OCO2)NC(=O)c1ccccc1
(26) CN(C)c1ccc(C(=O)Nc2cccc(S(=O)(=O)N3CCCC3)c2)cc1
(27) Cc1cc(C)nc(NC(=O)c2cc3ccccc3o2)n1
(28) CSc1ncc(C(=O)Nc2cccnc2)c(C(F)(F)F)n1
(29) Cc1c(C(=O)N2CCCCCC2(C)C(=O)NCC(C)C)oc2ccccc12 (centres undefined)
(30) C#CCOCCOCCOCCNc1nc(N2CCN(C(=O)[C@H](CCCCN)n3cc([C@@H](N)[C@H](C)CC)nn3)CC2)nc(N2CCN(C(=O)[C@H](CCC(=O)O)n3cc([C@@H](N)CCSC)nn3)CC2)n1

Assay by compound	21	22	23	24	25	26	27	28	29	30
CHO-K1 Ca ag	0.2	0.4	0.6	0.5	0.2	-0.2	0.2	0.6	0.4	0.0
V1R ag counter	-0.9	-1.6	-0.4	0.1	0.8	-0.2	-0.3	.	.	3.5
CHO-K1 Ca antag	-3	-8	-12	-14	-16	4	-14	-10	-6	-12
TAAR1 ag	-3	11	2	-1	2	3	4	1	6	3
CHO-K1 Ca PAM	-14	14	19	19	23	14	0	6	21	11
OXTR potentiator	-4	0	1	-5	-3	-2	-2	.	.	-3
CHO parental Ca	12	-8	-7	-25	-12	1	0	.	.	-8
CHRM1 agonist	-5	-4	-6	-4	-6	-7	-1	-2	-3	-4
TAAR1 antagonist	-29	2	-4	-14	16	16	18	-21	-33	5

# A second format for part of the listing above.
23: CCCc1cc2c(=O)n(NC(=O)c3nn(C)cc3[N+](=O)[O-])c(C)nc2s1
  CHO-K1 Ca ag: 0.6	V1R ag counter: -0.4	CHO-K1 Ca antag: -12	TAAR1 ag: 2	CHO-K1 Ca PAM: 19	OXTR potentiator: 1	CHO parental Ca: -7	CHRM1 agonist: -6	TAAR1 antagonist: -4

24: CCOc1nc(-c2ccc(OC)cc2)ccc1-c1noc(C)n1
  CHO-K1 Ca ag: 0.5	V1R ag counter: 0.1	CHO-K1 Ca antag: -14	TAAR1 ag: -1	CHO-K1 Ca PAM: 19	OXTR potentiator: -5	CHO parental Ca: -25	CHRM1 agonist: -4	TAAR1 antagonist: -14

# Continuation.
(31) CCc1ccc2[nH]c(=O)c(CN(CC3CCCO3)C(=S)NCc3ccco3)cc2c1 (centres undefined)
(32) O=C(COc1coc(CN2CCN(Cc3ccccc3)CC2)cc1=O)Nc1ccccc1
(33) O=C(CN1CCN(C(=O)c2ccccc2)CC1)Nc1ccc(Cl)cc1F
(34) CCc1ccc(OCC(=O)Nc2ccc(N3CCN(S(C)(=O)=O)CC3)cc2)cc1
(35) Cc1ccc(-c2nc3ccccc3o2)cc1NC(=O)Cc1cccs1
(36) O=C(NCc1ccccc1)c1nnc(CS(=O)(=O)c2ccccc2)o1
(37) O=C(CCCN1C(=O)C(c2ccccc2)Oc2cccnc21)Nc1ccccc1Br (centres undefined)
(38) O=C(CSc1nnc(NC(=O)c2c(F)cccc2F)s1)Nc1ccccc1F
(39) COc1ccccc1-c1cn(S(=O)(=O)c2ccc(F)cc2)nc1N
(40) CCCNC(=O)CN1C(=O)NC(Cc2c[nH]c3ccccc23)C1=O (centres undefined)

Assay by compound	31	32	33	34	35	36	37	38	39	40
CHO-K1 Ca ag	0.6	-0.2	1.8	0.3	0.0	3.8	1.4	1.3	4.0	-0.2
V1R ag counter	-1.1	0.5	1.6	1.8	0.4	0.7	.	3.0	4.4	-0.5
CHO-K1 Ca antag	-3	9	-13	14	-8	11	-12	-3	5	15
TAAR1 ag	0	1	1	0	2	2	-1	9	10	2
CHO-K1 Ca PAM	-3	-20	15	-19	22	-8	1	-12	-1	-22
OXTR potentiator	-8	-6	1	-18	-21	-6	.	-7	-16	1
CHO parental Ca	-45	-18	-7	-13	2	-3	.	-2	-18	0
CHRM1 agonist	-1	-8	-4	-3	-3	-3	-4	0	3	-4
TAAR1 antagonist	-19	-12	-12	-4	-3	-18	1	-1	-5	-5

(41) COc1ccc(C2SCC(C(=O)NCc3ccc(F)cc3)N2C(C)=O)cc1 (centres undefined)
(42) CCOC(=O)c1cc(C(=O)OCC)c2cc(Br)ccc2n1
(43) O=C(CCCNS(=O)(=O)c1cccc2nsnc12)NCCc1ccccc1
(44) CCNC(=O)C1CCCN(Cc2ccc(C(=O)OCC)cc2)CC1 (centres undefined)
(45) CC(C)C[C@@H](CNCC(=O)[C@H](C)NC(=O)c1[nH]cnc1C(=O)N[C@@H](C)CN)NC(=O)c1nc[nH]c1C(=O)N[C@@H](CC(=O)O)C(=O)O
(46) O=C(CSc1ncccn1)Nc1cccc2ccccc12
(47) Cc1ccccc1C(=O)Nc1ccnn1C1CCN(Cc2ccc(CO)o2)CC1
(48) O=C(NCC1CCCO1)c1ccc(OC2CCN(C(=O)C3CC3)CC2)cc1 (centres undefined)
(49) Cc1ccc(NC(=O)CCC(=O)N/N=C/c2coc3ccccc3c2=O)cc1
(50) COCC(=O)Nc1ccccc1C(=O)Nc1ccc(OC)cc1

Assay by compound	41	42	43	44	45	46	47	48	49	50
CHO-K1 Ca ag	1.1	-0.1	-0.1	0.2	0.2	0.5	1.6	0.5	1.6	0.3
V1R ag counter	0.3	-0.4	0.2	.	.	0.3	0.7	0.5	-0.3	-0.6
CHO-K1 Ca antag	-12	-18	-2	8	-8	-14	-16	-15	-8	-3
TAAR1 ag	1	9	29	2	0	-1	1	0	3	4
CHO-K1 Ca PAM	14	26	0	5	5	16	28	6	7	0
OXTR potentiator	-6	2	-8	.	.	0	-9	10	-3	3
CHO parental Ca	-4	-24	-17	.	.	-20	-6	-4	-5	0
CHRM1 agonist	1	-7	-4	4	-4	-3	-5	1	-5	-5
TAAR1 antagonist	-18	5	-12	6	-11	-11	3	-14	-27	4

(51) CCC(Oc1ccccc1)C(=O)Nc1ccccc1OC (centres undefined)
(52) Cc1ccc(S(=O)(=O)CC(=O)Nc2nnc(C(C)C)s2)cc1
(53) Cc1ccccc1NC(=O)c1ccc(OCc2c(C)noc2C)cc1
(54) c1ccc(Cc2cc[n+](Cc3ccccn3)cc2)cc1
(55) O=C(O)Cn1c(C(F)(F)F)nc2ccccc21

Assay by compound	51	52	53	54	55
CHO-K1 Ca ag	-0.4	0.6	2.0	0.8	0.2
V1R ag counter	-0.7	0.3	0.5	1.5	1.3
CHO-K1 Ca antag	-11	-9	-7	-3	-6
TAAR1 ag	24	0	10	4	4
CHO-K1 Ca PAM	4	10	6	13	-3
OXTR potentiator	3	-6	-2	0	-9
CHO parental Ca	-19	-2	-3	-3	-20
CHRM1 agonist	-5	-7	-6	-9	0
TAAR1 antagonist	-9	-9	-24	-18	-24
